SUMO Mot1 rescue: inhibitors of SUMOylation pathway: yeast Mot1-301 growth rescue; hit rate 1% among 320,000; S. cerevisiae Mot1-301 growth rescue, ATP luminescence, 38.5C; percent above DMSO median, 100 means doubled; growth rescue, % at 18.8 µM; AID 2716;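 active means every valid replicate shows activation above 250% relative to neutral control wells; inactive means the rest, any valid replicate at or below 250%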;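 further: OY570 slx delta 5 strain wells were the positive control but not used for scaling; some compounds called inactive have numbers as strong as hits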
Rtt109 HAT inh: inhibitors of Candida albicans Rtt109/Vps75 histone acetyltransferase | Q5AAJ8 | purified Rtt109/Vps75, ThioGlo CoA-SH fluorescence, 4 h | inhibition, % at 34.9 µM | hit rate 0.16% among 330,000 | AID 540336;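 active means inhibition of at least 50% in every replicate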
C-LANA FP: inhibitors of KSHV LANA C-terminal domain DNA binding; MBP-C-LANA/FAM-LBS DNA binding, fluorescence polarization; hit rate 0.078% among 340,000; inhibition, % at 9 µM; AID 504423;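 active means highest replicate inhibition at or above 60% at 9 µM, even if other replicates fall short; inactive means all replicates below 60% inhibition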;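 further: 0% = neutral control wells and 100% = 4 µM acridine orange control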
NSD2 inh: inhibitors of human histone methyltransferase NSD2. NSD2 peptide methylation, AlphaScreen, 120 min. hit rate 0.54% among 310,000. O96028. inhibition, % at 12.5 µM; in the data active means inhibition above about 50%
Target sequence (O96028 whole entry, looked up): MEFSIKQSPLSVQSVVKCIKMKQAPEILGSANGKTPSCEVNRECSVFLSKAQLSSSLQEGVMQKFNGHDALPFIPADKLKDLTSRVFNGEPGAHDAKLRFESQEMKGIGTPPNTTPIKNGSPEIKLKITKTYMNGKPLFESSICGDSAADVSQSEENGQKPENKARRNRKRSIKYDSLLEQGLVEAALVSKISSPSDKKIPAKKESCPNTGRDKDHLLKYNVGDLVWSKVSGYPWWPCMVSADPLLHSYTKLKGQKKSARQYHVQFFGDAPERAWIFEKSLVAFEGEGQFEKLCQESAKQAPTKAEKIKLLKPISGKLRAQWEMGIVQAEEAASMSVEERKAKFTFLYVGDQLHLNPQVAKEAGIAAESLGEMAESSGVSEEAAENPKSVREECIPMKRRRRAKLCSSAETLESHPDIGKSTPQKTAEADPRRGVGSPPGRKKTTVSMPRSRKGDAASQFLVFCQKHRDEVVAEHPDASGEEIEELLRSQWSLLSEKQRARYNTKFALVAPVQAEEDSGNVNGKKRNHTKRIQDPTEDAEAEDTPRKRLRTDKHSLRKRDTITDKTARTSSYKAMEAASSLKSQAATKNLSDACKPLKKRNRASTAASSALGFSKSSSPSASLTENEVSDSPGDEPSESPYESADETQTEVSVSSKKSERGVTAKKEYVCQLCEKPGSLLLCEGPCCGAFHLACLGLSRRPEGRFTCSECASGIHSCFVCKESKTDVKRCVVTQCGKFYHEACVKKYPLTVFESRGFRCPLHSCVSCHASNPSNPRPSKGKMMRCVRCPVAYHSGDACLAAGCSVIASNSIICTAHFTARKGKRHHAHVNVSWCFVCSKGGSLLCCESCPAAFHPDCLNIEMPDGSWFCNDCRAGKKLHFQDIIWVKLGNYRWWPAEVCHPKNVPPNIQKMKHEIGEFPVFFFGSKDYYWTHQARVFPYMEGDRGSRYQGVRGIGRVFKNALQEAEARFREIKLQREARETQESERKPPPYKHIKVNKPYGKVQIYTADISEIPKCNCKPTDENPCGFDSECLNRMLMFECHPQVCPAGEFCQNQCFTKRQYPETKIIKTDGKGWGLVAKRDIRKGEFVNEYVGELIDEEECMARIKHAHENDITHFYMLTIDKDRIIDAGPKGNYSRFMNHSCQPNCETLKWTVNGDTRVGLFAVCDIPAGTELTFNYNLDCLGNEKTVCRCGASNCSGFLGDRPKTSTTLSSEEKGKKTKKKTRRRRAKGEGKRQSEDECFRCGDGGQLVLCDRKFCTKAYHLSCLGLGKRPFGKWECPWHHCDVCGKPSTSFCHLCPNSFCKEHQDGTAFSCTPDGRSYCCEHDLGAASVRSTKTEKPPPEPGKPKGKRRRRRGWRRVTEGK
CDK5 p35 inh: CDK5/p35 (human) kinase inhibition; hit rate 0.01% among 330,000; AID 488839; Recombinant CDK5/p35, ADP-Glo luminescence, 60 min; inhibition, % at 10 µM;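 active means highest replicate inhibition of at least 50% and at least 75% of replicates reaching 50%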;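 further: plate controls were DMSO neutral control for no effect and GW8510 at 10 µM for full effect; many of its hits are not listed in these tables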
PvdQ acylase: P. aeruginosa PvdQ acylase inhibition; purified PvdQ acylase, fluorescence plate reader; inhibition, % at 10 µM; hit rate 0.063% among 340,000; in the data active means inhibition above about 30%, passing the limit was not always enough;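 further: 0% = vehicle neutral wells and 100% = reference inhibitor wells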
Keap1-Nrf2 PPI: disrupts human Keap1 binding to Nrf2 peptide; Q14145; Keap1 Kelch-Nrf2 peptide fluorescence polarization, 1536-well; inhibition, % at 9.4 µM; hit rate 0.15% among 340,000; AID 504523; in the data active means inhibition above about 12%;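 further: human Keap1 Kelch domain with fluorescein labeled Nrf2 9mer peptide probe; 0% = neutral control wells and 100% = peptide positive control; higher means more block of Keap1 binding to Nrf2 peptide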
PfHsp90 yeast 2: growth inhibition of yeast expressing Plasmodium Hsp90 | S. cerevisiae expressing PfHsp90, BacTiter-Glo ATP, 48 h; yeast lacking PDR1 and PDR3 efflux regulators | inhibition, % at 9.4 µM | hit rate 0.32% among 310,000;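 active means every replicate shows inhibition above about 80%, whatever the replicate mean, limit read from the data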;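 further: 0% = DMSO neutral controls and 100% = 20 µM radicicol positive controls; yeast relying on Plasmodium falciparum Hsp90 in place of its own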
dFosB act: activators of mouse delta FosB homodimer; P13346; purified delta FosB, TAMRA-CDK5 oligo fluorescence polarization; percent of positive-control signal above neutral wells; activation, % at 25 µM; AID 493131; hit rate 0.99% among 340,000;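 active means mean activation above about 17%, with every replicate also reaching it, limit read from the data, passing the limit was not always enough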;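 further: fluorescence polarization rise as delta FosB binds a TAMRA Cdk5 AP-1 oligo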
Cardiac RTF inh: cardiac RTF calcium desensitization | P19429+P45379 | IANBD-labeled cardiac RTF, Ca2+ fluorescence | inhibition, % at 7.15 µM | hit rate 0.12% among 340,000 | AID 493244;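 active means inhibition above the mean inhibition of all tested compounds plus 3 SD, cut at about 17% in these data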;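 further: assay run at fixed EC70 calcium of 1.6 mM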
cardiac RTF act: cardiac RTF calcium sensitization. P19429+P45379. IANBD-labeled TnC RTF fluorescence at EC20 calcium; 0% EC20 calcium, 100% full calcium. activation, % at 7.2 µM. hit rate 0.24% among 340,000;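 active means activation above the mean over all tested compounds plus 3 SD, cut at about 30% in these data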;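 further: rise in fluorescence read as greater calcium sensitivity of cardiac thin filaments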
* marks the source's active call; other numbers are inactive results; / = no result given. Not a hit list. Share with any hit: about 3.2%.

SMILES	SUMO Mot1 rescue	Rtt109 HAT inh	C-LANA FP	NSD2 inh	CDK5 p35 inh	PvdQ acylase	Keap1-Nrf2 PPI	PfHsp90 yeast 2	dFosB act	Cardiac RTF inh	cardiac RTF act
COc1ccc2[nH]c(O)c(N=NC(=O)Cc3cccs3)c2c1	-5.8	4.2	1.4	7.8	0.0	4.5	-3.7	16.9	-6.7	2.6	-2.1
CCn1c(COc2ccc(OC)cc2)nnc1SCC(=O)Nc1cc(OC)ccc1OC	368.9	4.6	0.7	1.6	-1.0	1.2	2.3	-4.8	-1.6	-5.3	0.2
O=c1cc(Cn2nnc(-c3ccc(Cl)cc3)n2)nc2sccn12	-11.4	5.0	1.7	-3.4	0.0	-16.3	1.8	/	-0.2	-6.2	6.0
CCNC(=S)Nc1cc(Cl)ccc1Oc1ccccc1	-21.3	-4.3	0.1	-0.9	2.0	-5.8	0.2	-3.3	-4.7	3.6	5.9
Cc1ccc2nc(NC(=O)C3CCCN(S(=O)(=O)c4cccc5nsnc45)C3)sc2c1 (centres undefined)	21.9	12.9	-1.9	1.0	-0.1	12.0	-7.8	-12.2	4.0	-7.4	1.6
O=C(COC(=O)Cc1c[nH]c2ccccc12)NCCc1ccccc1	-9.3	0.2	0.4	1.3	3.3	-16.8	-4.8	-9.9	-7.6	-1.9	-0.3
Cc1ccc(NC(=O)COC(=O)Cn2cnc3ccccc32)c(C)c1	1.5	-12.1	1.1	-1.1	-1.1	-14.1	-1.0	-10.3	2.2	-12.4	1.4
CCOC(=O)CSc1nc2ccccc2c(=O)n1CC(C)C	572.8*	0.0	-0.8	-1.3	-0.5	-5.2	2.2	-37.6	-3.1	0.1	-2.6
O=P(O)(CCc1ccccn1)CN1CCOCC1	-18.0	8.9	-1.0	26.5	-1.3	6.9	-1.5	12.4	-1.0	-9.3	0.5
CC(C)CNc1nc(N)c([N+](=O)[O-])c(NC2CCCCC2)n1	-14.9	5.3	-4.0	2.5	0.8	-5.8	0.3	-26.8	-5.8	-12.6	-1.6
O=C(NCCCN1CCOCC1)c1sc2cc([N+](=O)[O-])ccc2c1Cl	0.4	-8.0	-2.1	2.3	4.3	-0.6	-2.1	/	2.5	0.2	-0.2
Cc1c(/C=N/NC(=O)c2cccs2)c2ccccc2n1Cc1ccccc1Cl	-11.1	-20.9	0.0	-2.9	2.0	-17.0	-6.1	-8.5	-4.0	0.1	12.5
CC1CC(=O)Nc2ccccc2N1S(=O)(=O)c1ccc(Br)cc1 (centres undefined)	1.8	-7.8	3.6	-3.3	-0.3	-15.2	-4.4	7.9	4.8	-20.9	-1.7
CC1Cc2cc(/C(O)=C3/C(=O)C(=O)N(Cc4ccco4)C3c3cccs3)ccc2O1 (centres undefined)	17.7	15.9	-1.7	32.6	-2.3	-12.3	2.1	24.1	-10.0	-6.2	0.8
CCN(Cc1ccccc1)C(=O)CCS(=O)(=O)c1ccc2c(c1)NC(=O)CO2	-14.7	3.9	-1.6	-5.8	2.4	-13.6	-1.0	-64.4	-8.5	-5.9	1.8
O=[N+]([O-])c1ccccc1CNC1CCCCCC1	80.5	-0.5	0.6	3.2	0.3	12.8	-9.4	2.1	-8.0	0.0	4.5
CC1(c2nnc(-c3ccccc3)o2)CC(c2cccc(Cl)c2)=NO1 (centres undefined)	-4.7	-20.1	1.1	/	1.6	-12.9	-5.4	7.6	-7.5	-1.3	1.0
CN=c1scc(C)n1/N=C/c1ccc2c(c1)OCO2	-8.2	1.3	2.0	/	1.9	5.8	-0.3	21.8	5.1	11.1	-7.8
CCN(c1ccccc1)c1nc(C#N)nc(N(CC)c2ccccc2)n1	329.7	-3.3	-0.2	-3.1	-0.6	-17.4	-1.5	-20.4	-4.4	1.4	-2.6
CCOc1cc(/C=N/N=C(N)N)ccc1OCc1ccc(Cl)cc1	12.5	44.0	-1.8	38.8	0.3	-7.7	-2.7	-6.7	56.3*	-8.0	-10.3
COC(=O)c1c(F)c(F)c(NCCO)c(F)c1F	1.3	-7.6	-0.4	/	-0.7	4.1	2.7	9.8	-2.0	-7.5	-7.4
COc1ccc(OC)c(Cc2nnc(CCC(=O)N3CCCCC3)o2)c1	14.6	-0.7	-0.4	-2.3	0.6	-4.6	2.8	2.1	-3.4	-10.2	-5.1
CCN(CC)CC(=O)N1CCCC(C(=O)c2ccccc2OC)C1 (centres undefined)	-3.6	-7.5	2.0	14.9	-0.9	-14.3	-1.4	1.8	-1.7	-3.3	-5.4
CCCCS(=O)(=O)c1sc2nc(C)cc(C)c2c1N	-3.7	54.9*	-2.7	-2.3	3.3	13.4	-1.8	3.7	-7.2	-2.6	-18.9
Cc1nc(-c2ccccn2)sc1C(=O)Nc1ccc(Cl)c(Cl)c1	-5.6	-0.1	-1.0	-0.4	0.3	7.2	1.7	4.5	-18.1	-7.7	-2.1
Cc1ccc(S(=O)(=O)N(C)/N=C2/C(=O)N(CC(=O)O)c3ccccc32)cc1	-29.6	/	-3.6	/	-0.1	-8.6	-2.6	-11.5	-7.9	-2.7	-4.2
CNC(=O)c1cc(C)c(-c2ccccc2)s1	19.7	20.7	-0.4	-0.9	0.3	5.6	-2.3	/	-15.5	-2.1	12.6
O=C(/C=C/c1ccccc1)NC(NC(=S)Nc1cccc(O)c1)C(Cl)(Cl)Cl (centres undefined)	7.4	-7.5	-0.6	-1.4	-2.6	-12.3	-1.7	5.5	6.6	3.2	-0.8
CC1=C(C(=O)Nc2ccccc2)C2(CCCCC2)C(C#N)=C(SCC(N)=O)N1	2.7	-7.1	1.5	1.0	0.0	-14.6	0.3	4.6	-6.3	-2.8	0.1
CCN(CC)CC(=O)Nc1ccc(Oc2ccc(NC(=O)CN(CC)CC)cc2)cc1	371.2*	8.2	0.8	2.3	0.3	-12.3	-3.5	-55.9	-3.1	/	/
COc1ccc(CNC(=O)CN2C(=O)c3ccccc3C2=O)cc1	-13.6	10.2	3.5	-3.3	1.8	-10.9	2.3	11.6	-6.8	-8.0	2.4
O=c1[nH]c(/C=C/c2ccccc2[N+](=O)[O-])nc2ccccc12	-16.8	-1.1	-1.9	-2.5	-4.4	-10.6	-2.9	/	-6.5	8.1	5.7
O=C(Cn1cc(C(=O)c2ccco2)c2ccccc21)NC1CCCC1	-4.0	0.1	-0.6	0.9	0.0	-8.1	4.5	/	-3.1	-11.3	6.4
CCC(C)N(C(=O)CSc1nnc(-c2cccs2)n1C1CC1)C1CCS(=O)(=O)C1 (centres undefined)	/	-7.4	1.1	-1.0	1.0	-7.4	6.0	-0.7	1.5	2.2	-0.3
O=C(NCC(c1ccco1)N1CCN(c2ccccc2F)CC1)C1CCCCC1 (centres undefined)	/	-4.1	0.0	-0.1	-1.8	-5.7	-1.4	8.0	-9.7	-27.2	-1.6
CCOc1ccc(N2C(=O)CS/C2=N/NC(=O)COc2ccc3ccccc3c2)cc1	-5.4	7.9	-0.1	-0.9	10.9	12.9	-1.2	-12.5	-0.4	13.4	-3.2
COC(=O)C1=C(C)NC(=O)C1(NS(=O)(=O)c1ccc(C)cc1)C(F)(F)F (centres undefined)	8.0	-2.0	-0.6	1.2	-1.8	-8.6	-1.7	0.9	2.0	-5.5	7.1
[O-]/C(=C(\C(=S)NCc1ccccc1)[n+]1ccccc1)c1ccc(Cl)s1	12.0	15.8	-0.1	4.0	-0.4	-2.2	-1.3	-8.5	-3.3	-0.4	2.8
Cc1cc2nc(C)c(Cl)c(=O)n2[nH]1	-6.2	/	0.5	0.7	-0.1	-14.5	-0.7	-9.1	-3.0	-8.6	1.2
O=C(CCN=C1NS(=O)(=O)c2ccccc21)OCC(=O)c1ccccc1	-4.5	11.3	-0.7	-1.6	0.3	6.8	-0.5	/	-2.9	-4.1	-1.2
CN(Cc1ccccc1)Cc1nc2c(c(=O)n(C)c(=O)n2C)n1Cc1ccccc1Cl	-13.7	1.7	1.0	1.8	0.4	-4.2	-4.1	/	-10.9	6.6	0.1
O=C(COC(=O)c1ccc2c(c1)S(=O)(=O)N=C1CCCCCN12)NCCc1ccc(F)cc1	-7.4	-5.1	0.1	-2.3	1.5	-4.6	-3.6	-0.3	-5.7	-7.4	6.4
CC1CCCCN1Cc1cnc(Cl)s1 (centres undefined)	1.3	-14.2	0.6	2.2	-2.0	-5.0	-2.0	10.2	-2.3	-6.2	2.4
CCN1C(=O)N(c2ccc(Cl)cc2)C(C)=CC1(C)C	837.0*	-1.1	-1.7	-0.8	-0.1	-6.8	3.7	32.9	-0.8	-5.7	2.4

Laid out differently: 2 of the compounds above
structure | SUMO Mot1 rescue | Rtt109 HAT inh | C-LANA FP | NSD2 inh | CDK5 p35 inh | PvdQ acylase | Keap1-Nrf2 PPI | PfHsp90 yeast 2 | dFosB act | Cardiac RTF inh | cardiac RTF act
O=C(COC(=O)c1ccc2c(c1)S(=O)(=O)N=C1CCCCCN12)NCCc1ccc(F)cc1 | -7.4 | -5.1 | 0.1 | -2.3 | 1.5 | -4.6 | -3.6 | -0.3 | -5.7 | -7.4 | 6.4
COc1ccc(CNC(=O)CN2C(=O)c3ccccc3C2=O)cc1 | -13.6 | 10.2 | 3.5 | -3.3 | 1.8 | -10.9 | 2.3 | 11.6 | -6.8 | -8.0 | 2.4

Profiles as entered above. Screens in order: SUMO Mot1 rescue | Rtt109 HAT inh | C-LANA FP | NSD2 inh | CDK5 p35 inh | PvdQ acylase | Keap1-Nrf2 PPI | PfHsp90 yeast 2 | dFosB act | Cardiac RTF inh | cardiac RTF act
O=C(NCC(c1ccco1)N1CCN(c2ccccc2F)CC1)C1CCCCC1 (centres undefined) as listed: / | -4.1 | 0.0 | -0.1 | -1.8 | -5.7 | -1.4 | 8.0 | -9.7 | -27.2 | -1.6
O=C(Cn1cc(C(=O)c2ccco2)c2ccccc21)NC1CCCC1 as listed: -4.0 | 0.1 | -0.6 | 0.9 | 0.0 | -8.1 | 4.5 | / | -3.1 | -11.3 | 6.4
CC1CCCCN1Cc1cnc(Cl)s1 (centres undefined) as listed: 1.3 | -14.2 | 0.6 | 2.2 | -2.0 | -5.0 | -2.0 | 10.2 | -2.3 | -6.2 | 2.4

Source: PubChem BioAssay (several laboratories)
